# TAG inh: reduces triacylglycerol accumulation in H9c2 cells; 230,000 compounds, 0.66% hits; AID 651582; inhibition, % at 12.5 µM; Nile Red lipid (TAG) fluorescence; cells loaded with 200 µM oleic acid;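 active = pattern-corrected inhibition of lipid staining of at least 50% with the nuclear-stain viability signal not falling by more than 50%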;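 note: 0% = DMSO wells and 100% = triacsin C control wells; some results filed as inactive read as strong as hits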
# TAG inh DAPI viability: also measured in TAG inh; calls as there; DAPI nuclei signal change (viability), lower = more cytotoxic, %;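 whole-well DAPI fluorescence read on a plate reader as a viability signal; minus 50 percent equals half of cells still viable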
# * hit, by the source's call.
SMILES,TAG inh,TAG inh DAPI viability
O=C(NCc1ccc(F)cc1)c1cc2n(n1)C(C(F)(F)F)CC(C1CC1)N2 (stereo not given),-13,-13
CC(C)CC(c1nnnn1Cc1ccco1)N1CCN(C2CCCC2)CC1 (stereo not given),-12,-7
O=C(COc1ccccc1C(=O)N/N=C\c1ccc(O)c(O)c1)N/N=C/c1ccc(O)c(O)c1,5,-11
CC(C)(C)c1cc(NC(=O)COC(=O)c2ccccc2)n(-c2ccccc2)n1,-10,3
C[C@H](CO)N1C[C@H](C)[C@@H](CN(C)C(=O)NC2CCCCC2)Oc2ccc(NS(=O)(=O)c3ccc(F)cc3)cc2C1=O,2,-1
O=[N+]([O-])c1cccc(S(=O)(=O)Nc2ccc3cn[nH]c3c2)c1,13,-11
Cc1ccc(C)c(N2CCN(C(=O)c3ccccc3Br)CC2)c1,7,-9
Cc1ccc(C(=O)NCC(=O)OCC(=O)NC(C)C2CC3CCC2C3)cc1 (stereo not given),6,-19
COc1ccc(CN2CC34C=CC(O3)C(C(=O)O)C4C2=O)cc1 (stereo not given),10,-13
CCN(CC(=O)Nc1cccc(C#N)c1)CC(=O)Nc1cccc(OC)c1,-4,-6
O=C(CSc1nc(-c2ccccc2)nc2ccc(F)cc12)Nc1ccc(C(=O)O)cc1,-6,5
O=[N+]([O-])c1c(NCCCO)cc(N2CCN(Cc3ccc4c(c3)OCO4)CC2)c2nonc12,16,-2
CC/C(=N/NS(=O)(=O)c1ccc(Cl)cc1)c1ccc(O)cc1,3,5
CCC(C)[C@H](NC(=O)NCc1cccnc1)C(=O)OC (stereo not given in full),-2,4
OC(c1ccccc1)c1ncc(-c2ccccc2F)[nH]1 (stereo not given),1,0
COc1cccc(C=Nc2ccc3c(c2)OCCO3)c1O,-9,1
CCCCN(CC)CCCNC(=O)CN1C(=O)CSc2ccc(S(=O)(=O)N3CCOCC3)cc21,-14,7
COc1ccc(NC(=S)N2CCN(CCN3C(=O)c4cccc5cccc(c45)C3=O)CC2)cc1,-2,2
O=C(/C=C/c1ccccc1)C1=C(O)C(=O)N(CCO)C1c1ccccc1[N+](=O)[O-] (stereo not given),4,7
O=C(Nc1ccccc1)Nc1cccc(-c2cn3cccnc3n2)c1,21,-12
CN(Cc1ccccc1)CC1C2CCC(C2)C1O (stereo not given),16,5
COCCOC(=O)CC1=NC(=O)CS1,6,-12
CC(C)Nc1nc(-c2ccccc2F)c2sc(-c3ccccc3)cc2n1,23,-21
O=C(CNC(=O)C1CC1)Nc1ccc(F)c(F)c1F,-11,13
COC(=O)c1[nH]c2ccccc2c1NC(=O)CN1CCC(C(N)=O)(N2CCCCC2)CC1,4,-3
Cc1ccn2c(NC3CCCC3)c(-c3cccs3)nc2c1,-4,38
COc1ccc(C(=O)Nc2cccc(/C=C/c3nc4ccccc4c(=O)[nH]3)c2)cc1,46,12
CC(=O)c1cc(C#N)c(Oc2cccc(C(F)(F)F)c2)nc1C,-16,0
COc1cccc(C2CC(c3ccccc3OC)n3nc(N)nc3N2)c1 (stereo not given),7,-11
CCCOc1ccc(C(=O)CCC(=O)NNC(=O)Cn2nc(C)cc2C)cc1,2,5
COc1cccc(C(CC(=O)NCc2ccco2)NS(=O)(=O)c2ccc(C)cc2)c1OC (stereo not given),-10,2
c1ccc(Nc2ccccn2)cc1,-18,7
COc1ccc([N+](=O)[O-])cc1-n1cnnn1,6,2
Cc1ccc(NC(=O)CSc2nc3ccccc3c(=O)n2CC2CCCO2)cc1 (stereo not given),15,-6
O=C(Nc1ccc(Cl)c(Cl)c1)Nc1ccon1,13,-8
CC1=CSC2=NC(C(F)(F)F)(C(F)(F)F)NC(=O)N12,-8,4
Cn1nc(C(F)(F)F)c2cc(NC(=O)OCc3ccc(F)cc3)sc21,4,-2
COc1ccccc1-c1cc(C(F)(F)F)nc(NCc2ccco2)n1,-27,-10
CCOC(=O)N1CCC(NC(=O)Cc2ccccc2)CC1,-2,1
C(/CCc1ccccc1)=N\Nc1nc2ccccc2[nH]1,14,-28
COc1cc(NC(=O)COC(=O)CO/N=C(\C)c2ccc3c(c2)OCO3)cc(OC)c1,8,0
O=C(NC(=S)Nc1cc(C(F)(F)F)ccc1Cl)c1ccccc1,-67,4
COc1ccccc1OC1=NS(=O)(=O)c2ccccc21,-9,1
Cc1ccc(OCCC(=O)OCC(=O)Nc2ccc(N3CCOCC3)cc2)cc1,-3,-2
O=C1C=C(N2CCN(C3=CC(=O)CCC3)CC2)CCC1,-6,9
COc1cc(CNc2ncn[nH]2)ccc1OCc1cccc(C)c1,10,-7
CC12CCC(=O)N1C(C(=O)Nc1ccc(Br)cc1Cl)CS2 (stereo not given),-7,5
O=C(O)Cc1sc(-c2ccccc2)nc1-c1ccccc1,-6,-4
COc1ccc(-n2cnnc2SCC(=O)c2ccc(S(=O)(=O)N3CCOCC3)cc2)cc1,6,-6
COc1ccccc1N1CCN(Cc2nc3ccccc3c(=O)n2CC(C)=O)CC1,-21,2
# Carrying on.
SMILES,TAG inh,TAG inh DAPI viability
CCCOc1ccc(N2C(=O)CC(N(CCc3ccccc3)C(=O)c3ccccc3)C2=O)cc1 (stereo not given),9,-1
Cc1noc(C)c1CSc1nc2sc(C)c(C)c2c(=O)n1-c1ccccc1,25,-9
Cc1ccc(NC(=O)CN(C)C(=O)Cn2nnc(-c3ccccc3)n2)cc1,-5,-15
CCCS(=O)(=O)c1c(S(=O)(=O)CCC)c2cnccn2c1C(=O)c1ccc(Cl)cc1,-15,-2
CCC(C)NCCOc1ccc(Br)cc1 (stereo not given),7,2
COc1ccc(-c2nn(-c3ccccc3)cc2C(=O)NCC(c2cccs2)N2CCOCC2)cc1 (stereo not given),21,-6
S=C(NC1CCCC1)NN1CCOCC1,-6,-3
O=C(O)c1cc(-c2ccccc2)nc(-c2ccccc2)c1,-1,2
CCCCOc1cccc(C(=O)NC(=S)Nc2ccc(Cl)c(C(=O)O)c2)c1,-11,16
CCC/C(=N/NC(=O)c1csc(C)c1C)c1ccc(Cl)s1,-9,5
CN1CCN(C(=O)c2ccc3nc(-c4ccccc4)c(-c4ccccc4)nc3c2)CC1,15,35
Cc1nnc(NC(=O)CN2C(=O)NC3(CCCC3)C2=O)s1,-23,-1
CCNC(=O)C1(C)CCN(Cc2ccc(C(F)(F)F)cc2)C1 (stereo not given),-3,8
Cc1ccc(C(=O)Nc2cccc(NC(=O)c3ccc(C)cc3)n2)cc1,-17,1
COc1ccc2[nH]c3c(c2c1)CCN1C(=O)C(CC(=O)NCCC2=CCCCC2)C[C@H](C(=O)N2CCOCC2)[C@@]31CCC1CCCC1 (stereo not given in full),1,0
COc1ccccc1N(CC(=O)N(CC(C)C)CC(C)C)S(=O)(=O)c1cccs1,-34,7
COc1cccc(C(=O)O/N=C(\N)c2ccc([N+](=O)[O-])cc2)c1,-17,9
C[C@H]1CN([C@@H](C)CO)C(=O)CCCn2nncc2CO[C@@H]1CN(C)Cc1ccccc1,-7,3
O=C(OCc1cnc(Cl)s1)c1cccc(Cl)c1,3,-1
CCS(=O)(=O)n1nc(C(=O)N2CCOCC2)nc1N,7,-8
Cc1ccccc1N(C(=O)c1cccs1)c1nc2ccccc2s1,-23,1
CC(C)CC(=O)N1CCN(S(=O)(=O)c2ccc(C3CCCCC3)cc2)CC1,-25,2
Cn1c(=O)[nH]c(=O)c2c1nc(N1CCN(c3ccccc3)CC1)n2CCSc1ncccn1,-11,13
CCOC(=O)c1cc2sccc2n1CC(=O)OC,-10,3
CCCNC(=O)NCCC12CC3CC(CC(C3)C1)C2,-7,5
CC(C)NC(=S)N/N=C/c1ccc(N2CCOCC2)cc1,1,30
CC1CCCC(C)N1C(=O)COC(=O)c1cccc(S(=O)(=O)N(C)c2ccccc2)c1 (stereo not given),-10,-5
O=C(N[C@H]1C/C=C\C[C@@H](CC(=O)N(CCO)Cc2ccccc2)C(=O)N[C@H](Cc2c[nH]c3ccccc23)COC1=O)OCC1c2ccccc2-c2ccccc21,-43,1
O=C1CC(c2ccccc2)CN1C(=O)c1cncc(Br)c1 (stereo not given),2,-9
Fc1cc(F)cc(-c2c(-c3ccccc3)ncc3ccc(F)cc23)c1,-42,-6
CCCCN1C(=O)N(CCc2ccc(F)cc2)S(=O)(=O)c2cc(C(F)(F)F)ccc21,-31,0
CC1(C)CC(=O)C=C(c2ccc(CO)cc2)C1=O,-4,0
O=C(Nc1ccc2c(c1)CCC2)c1cc(=O)[nH]c2ccccc12,-5,-6
CCOC(=O)c1c(NC(=O)CSc2ncccn2)sc2c1CC(C)(C)NC2(C)C,1,-1
Cc1nc2c(OCc3ccc(Cl)cc3)cccn2c1N(C)C(=O)CCC1CCCC1,-4,-3
CN(C(=O)c1ccc(S(=O)(=O)N2CCCC2)cc1)C1CCS(=O)(=O)C1 (stereo not given),-9,5
Cc1ccc(-c2noc(CNCCCN(C)C)n2)cc1,6,-5
CC[C@@]12C(=O)N(c3cccc(F)c3)C(=O)N1[C@H](c1cccc(C)c1)[C@@H]1C(=O)N(Cc3ccccc3)C(=O)[C@@H]12,-18,4
CCc1ccc(N=CC2=C(O)CC(c3ccco3)CC2=O)cc1 (stereo not given),-3,-8
COc1ccc(-c2n[nH]c(=S)n2N)c(OC)c1,12,13
Cc1ccc(C)c(N2CCN(C(c3ccc(N(C)C)cc3)c3nnnn3C(C)(C)C)CC2)c1 (stereo not given),26,-5
O=C1c2ccncc2C(=O)N1CO,-4,0
Cc1ccc(S(=O)(=O)N2CCOCC2)cc1NC(=O)COC(=O)C1=COCCO1,9,-2
CCOC(=O)CNC(=O)Cn1cnc2c(cnn2-c2ccc(C)cc2)c1=O,3,5
CN1CCN(c2ccccc2NC(=O)c2cc(Br)ccc2Cl)CC1,15,8
C#CCOCCOCCOCCNc1nc(N2CCN(C(=O)[C@H]([C@@H](C)CC)n3cc([C@@H](N)CO)nn3)CC2)nc(N2CCN(C(=O)[C@H](CCCCN)n3cc([C@@H](N)CO)nn3)CC2)n1,-9,21
CC(C)c1ccc(Nc2ncccc2C#N)cc1,7,6
COc1cccc(/C=N/NC(=O)c2ccc(=O)[nH]n2)c1O,37,-16
Cc1onc(-c2ccc(Cl)cc2)c1-c1ccnn1S(=O)(=O)c1ccc(Cl)cc1,-15,-5
CC1(C)SC2c3ccccc3C(=O)N2[C@@H]1C(=O)NCc1ccco1 (stereo not given in full),-18,1
# (list continues)
SMILES,TAG inh,TAG inh DAPI viability
NC(=O)c1ccsc1NC(=O)COC(=O)CNC(=O)c1cccc([N+](=O)[O-])c1,14,-12
O=C(CCN1C(=O)CSC1=O)Nc1ccc(Br)cc1,12,-8
S=C(NCc1cccnc1)Nc1ccc2c(c1)OCO2,13,1
CCc1ccc(NC(=O)CC2C(=O)N(c3ccc(C)cc3)C(=O)N2C2CC2)cc1 (stereo not given),-10,-4
COc1ccc(OC)c(/C=C/C(=O)OCC(=O)NC2CCCCCCC2)c1,-26,11
CC(NC(=O)c1ccccc1)C(=O)OCC(=O)c1ccc(Br)cc1 (stereo not given),4,-6
CCOC(=O)Nc1ccc2c3c(cccc13)-c1ccccc1-2,21,96
CCN1CCCC1CNC(=O)CSc1cc(=O)n(C)c2cc(Cl)ccc12 (stereo not given),21,0
CO/N=C/NC(=O)c1ccc([N+](=O)[O-])c(CS(=O)(=O)c2ccc(Cl)cc2)c1,4,-2
COc1ccc(C2CC(c3cccs3)=NN2C(=O)CCC(=O)O)cc1 (stereo not given),6,-3
O=C(O)c1cccc(-n2cccc2/C=C/[N+](=O)[O-])c1,4,-11
CCOC(=O)c1c(NC(=O)CN2C(=O)NC3(CCC(C)CC3)C2=O)sc(C(=O)N(C)C)c1C (stereo not given),3,-2
Cc1ccc(NC(=O)COc2coc(CN3CCc4ccccc43)cc2=O)cc1Cl,-12,1
Cn1c(SCc2nc(-c3ccc(Br)cc3)no2)nnc1-c1ccco1,7,-13
CN(C)CCNC(=O)c1cccc(-c2cnc3c(NC=O)cc(-c4cc(F)c(F)c(F)c4)cn23)c1,25,7
CCc1ccc(NC(=O)CCn2c(=O)oc3ccccc32)cc1,2,-22
CCOC(=O)C1=CC[C@H]2c3c(c4ccccc4n3C)C(=O)C1N2C,7,13
O=C(CCc1ccccc1)Nc1ccc2c(c1)OCO2,5,-4
COc1ccc(Cc2cc(NCc3ccccc3)c3ncn(C(C)C)c3c2)cc1,-26,4
CN(C)C1=NC[C@H](Cc2ccccc2)N1CCCC1CCCCC1,5,1

# Grouped by structure, those above containing a Cl atom
SMILES,TAG inh,TAG inh DAPI viability
CC/C(=N/NS(=O)(=O)c1ccc(Cl)cc1)c1ccc(O)cc1,3,5
O=C(Nc1ccc(Cl)c(Cl)c1)Nc1ccon1,13,-8
O=C(NC(=S)Nc1cc(C(F)(F)F)ccc1Cl)c1ccccc1,-67,4
CC12CCC(=O)N1C(C(=O)Nc1ccc(Br)cc1Cl)CS2 (stereo not given),-7,5
CCCS(=O)(=O)c1c(S(=O)(=O)CCC)c2cnccn2c1C(=O)c1ccc(Cl)cc1,-15,-2
CCCCOc1cccc(C(=O)NC(=S)Nc2ccc(Cl)c(C(=O)O)c2)c1,-11,16
CCC/C(=N/NC(=O)c1csc(C)c1C)c1ccc(Cl)s1,-9,5
O=C(OCc1cnc(Cl)s1)c1cccc(Cl)c1,3,-1
Cc1nc2c(OCc3ccc(Cl)cc3)cccn2c1N(C)C(=O)CCC1CCCC1,-4,-3
CN1CCN(c2ccccc2NC(=O)c2cc(Br)ccc2Cl)CC1,15,8
Cc1onc(-c2ccc(Cl)cc2)c1-c1ccnn1S(=O)(=O)c1ccc(Cl)cc1,-15,-5
CCN1CCCC1CNC(=O)CSc1cc(=O)n(C)c2cc(Cl)ccc12 (stereo not given),21,0
CO/N=C/NC(=O)c1ccc([N+](=O)[O-])c(CS(=O)(=O)c2ccc(Cl)cc2)c1,4,-2
Cc1ccc(NC(=O)COc2coc(CN3CCc4ccccc43)cc2=O)cc1Cl,-12,1

# A portion of the library, so the mix of outcomes need not match the whole.
